All columns: NCI-60 one-dose screen, growth in % after 48 h at 10 µM unless noted; 100 = growth as untreated, 0 = no growth, -100 = all killed.
IGROV1 – IGROV1 ovarian cancer; AID 1794786; hit rate 4.7% among 79,000
OVCAR-4 – OVCAR-4 ovarian cancer cells | hit rate 3.7% among 80,000 | AID 1794784
NCI-H522 – NCI-H522 lung cancer; hit rate 8% among 78,000
NCI-H226 – NCI-H226 lung cancer; hit rate 3.5% among 79,000
NCI-H460 – NCI-H460 lung cancer; AID 1794736; hit rate 6.8% among 82,000
NCI-H322M – NCI-H322M lung cancer; hit rate 2.7% among 80,000
SK-OV-3 – SK-OV-3 ovarian cancer cells. hit rate 3.2% among 80,000. AID 1794785
NCI/ADR-RES – NCI/ADR-RES ovarian cells; hit rate 4.4% among 81,000
NCI-H23 – NCI-H23 lung cancer | hit rate 4% among 80,000
* hit, by the source's call; nt = not tested or not shown; [ ] = dose if it differs, or a comment. How the source made its calls: active means growth percent below 10; inactive means the rest.

[1] COc1nc(N)nc2n[nH]nc12
[2] COC(=O)C12C3C(=O)N(c4ccc(Cl)cc4)C(=O)C3C(c3cn(-c4ccccc4)nc3C)N1[C@H](c1cn(-c3ccccc3)nc1C)[C@@H]1C(=O)N(c3ccc(Cl)cc3)C(=O)[C@@H]12 (stereo partly specified)
[3] Cc1ccc2[nH]c(=O)cc(N/N=C/c3ccccc3)c2c1
[4] CN(C1CC1)S(=O)(=O)c1ccc(-c2cnc(N)c(-c3ccc4c(c3)CCNC4=O)n2)cc1
[5] O=C(Cn1cc(CN2C(=O)c3ccccc3S2(=O)=O)nn1)Nc1cccc2ccccc12
[6] C=C(C)[C@@H]1CC[C@]2(C)[C@H](CC=C3[C@@H]4CC(C)(C)CC[C@]4(C(=O)N4CCOCC4)CC[C@]32C)[C@@]1(C)CCCN

screen / no.,1,2,3,4,5,6
IGROV1,108,107,93,nt,102,-91*
OVCAR-4,92,95,111,163,102,-89*
NCI-H522,89,85,84,89,96,-92*
NCI-H226,87,91,84,105,95,-80*
NCI-H460,99,100,87,77,102,-77*
NCI-H322M,106,109,98,124,99,-99*
SK-OV-3,98,86,82,104,69,-95*
NCI/ADR-RES,97,94,91,99,96,-60*
NCI-H23,99,101,76,100,99,-82*

[7] CC(C)=CCC/C(C)=C/CN1C(=O)CN(C)C1=O
[8] Cc1ccc(OCC(O)CN2CCN(c3cccc(Cl)c3)CC2)cc1 (stereo unspecified)
[9] N/C(=N\OC(=O)c1ccccc1)C(Cc1ccccc1)C(=O)NOC(=O)c1ccccc1 (stereo unspecified)
[10] CN1C=Nc2c(ncn2C2CCC(CO)O2)C1O (stereo unspecified)
[11] Nc1nc(Cl)c2ncn(Cc3ccccc3Cn3cnc4c(Cl)nc(N)nc43)c2n1
[12] O=C(NCc1ccc(Cl)cc1)c1ncoc1-c1ccc2c(c1)OCCO2

screen / no.,7,8,9,10,11,12
IGROV1,109,122,-63*,104,98,110
OVCAR-4,102,98,67,115,106,114
NCI-H522,91,106,-54*,96,92,100
NCI-H226,99,107,95,100,86,105
NCI-H460,114,119,5.5*,102,129,105
NCI-H322M,111,109,89,100,99,104
SK-OV-3,99,110,103,102,103,106
NCI/ADR-RES,108,102,18,89,101,96
NCI-H23,104,98,47,90,97,104

[13] Cc1ccc(C2CC(n3nnnc3-c3ccccc3)=NN2)cc1 (stereo unspecified)
[14] Cc1onc(C(=O)NNC(=O)Nc2ccc(Cl)cc2)c1C(=O)N1CCN(C(c2ccccc2)c2ccccc2)CC1
[15] C=C1CCC2C(C)(CO)C(O)CCC2(C)C1CC(NCc1cccc(Cl)c1)C1=CCOC1=O (stereo unspecified)
[16] COc1ccc(-c2c3c(nc4ncnc(N)c24)C(C)CCC3)cc1 (stereo unspecified)
[17] CC(=O)CC(=O)OC1CCCCC1C (stereo unspecified)
[18] CCOc1cc(Br)c(C(C)NC(=O)c2cccc(OC)c2)cc1OCC (stereo unspecified)

screen / no.,13,14,15,16,17,18
IGROV1,92,102,96,127,101,74
OVCAR-4,nt,96,95,92,nt,65
NCI-H522,86,95,95,93,98,84
NCI-H226,92,96,95,101,119,89
NCI-H460,105,97,101,100,113,78
NCI-H322M,97,104,98,108,108,94
SK-OV-3,nt,95,110,95,93,96
NCI/ADR-RES,107,98,96,84,101,94
NCI-H23,99,106,95,95,102,80

[19] O=C1S/C(=C\c2ccc(F)cc2)C(=O)N1Cc1cc2ccccc2nc1Cl
[20] c1ccc(Nc2nnc3c4[nH]cnc4ncn23)cc1
[21] CC1CCCC1C(=O)O (stereo unspecified)
[22] COc1ccc(-c2cc(-c3ccc(C)cc3)nc(NC(=O)c3ccncc3)n2)cc1
[23] COc1cc(/C=C/C(=O)c2ccc(S(=O)(=O)NCCNc3nc(N(C)C)nc(N4CCOCC4)n3)cc2)cc(OC)c1OC
[24] C=CCNS(=O)(=O)Cc1cc(-c2ccc(C)cc2)no1

screen / no.,19,20,21,22,23,24
IGROV1,111,101,121,89,-55*,96
OVCAR-4,114,88,100,90,8.2*,102
NCI-H522,99,nt,71,83,-100*,85
NCI-H226,100,91,104,88,11,95
NCI-H460,115,99,107,98,-100*,101
NCI-H322M,106,99,103,91,57,104
SK-OV-3,141,102,90,97,60,96
NCI/ADR-RES,104,91,106,81,-39*,99
NCI-H23,102,78,96,76,3.7*,99

[25] O=C(O)CNc1ccc(O)cc1
[26] CN1C(=O)N(C)C2NC(N/N=C/c3ccc([N+](=O)[O-])cc3)=NC21 (stereo unspecified)
[27] CC(=O)c1ccncc1
[28] CC(C)CCN(CCCNc1c2c(nc3ccccc13)CCCC2)CCC(C)C
[29] N#Cc1ncc(-c2ccc(C(F)(F)F)cc2)c(N2CCC3(CC2)OCCO3)n1
[30] COc1cc(C2CC(c3ccc(Nc4ccnc5cc(Cl)ccc45)cc3)=NN2C(C)=O)cc(OC)c1OC (stereo unspecified)

screen / no.,25,26,27,28,29,30
IGROV1,118,96,120,82,88,87
OVCAR-4,106,107,115,66,101,67
NCI-H522,94,103,112,103,78,70
NCI-H226,99,96,105,102,104,93
NCI-H460,105,103,115,91,105,85
NCI-H322M,106,90,104,82,94,108
SK-OV-3,109,115,114,94,97,106
NCI/ADR-RES,102,104,107,88,95,67
NCI-H23,100,104,95,84,96,83

[31] CCCC(=O)NC1CCCCC1
[32] CCC(C)c1c(N)[nH]oc1=O (stereo unspecified)
[33] O=C(O)CNc1ncnc2nc[nH]c12
[34] O=C(NCc1ccco1)Nc1cccc2c(NC(=O)NCc3ccco3)cccc12
[35] CCc1c(Cl)c(C)c(Cl)c(O)c1Cl
[36] NS(=O)(=O)c1cccc(Nc2nc(SCC(=O)c3ccc(Cl)cc3)nc3ccccc23)c1

screen / no.,31,32,33,34,35,36
IGROV1,109,101,102,66[100 µM],112,76
OVCAR-4,101,nt,109,92[100 µM],nt,22
NCI-H522,95,99,97,36[100 µM],91,59
NCI-H226,99,99,99,112[100 µM],99,42
NCI-H460,106,107,106,111[100 µM],102,48
NCI-H322M,97,102,107,120[100 µM],112,81
SK-OV-3,106,103,97,111[100 µM],103,103
NCI/ADR-RES,111,103,106,103[100 µM],90,91
NCI-H23,107,104,102,76[100 µM],91,nt

[37] Cc1ccc2c(c1)C(=O)/C(=C/c1c([N+](=O)[O-])ncn1C)O2
[38] COc1ccc2c(c1)c(/C=N/Nc1ccc3ccccc3n1)cn2C
[39] O=C(Nc1cccc(-c2ccc(Cl)c(C(F)(F)F)c2)c1)C1CCN(Cc2cccc3cccnc23)CC1
[40] COC(=O)C1CC23C=CCN4CCC5(c6ccccc6NC15C2C)C43 (stereo unspecified)
[41] COc1ccc(/C(C)=C(\c2ccc(Cl)cc2)c2ccc(OCCCN(C)C)cc2)cc1
[42] Nc1sc2c(c1-c1nnc(-c3ccccc3)o1)CCCC2

screen / no.,37,38,39,40,41,42
IGROV1,104,16,-56*,nt,81,87
OVCAR-4,102,12,17,100,90,90
NCI-H522,70,3.8*,-53*,100,77,83
NCI-H226,96,33,46,101,103,78
NCI-H460,102,-65*,-87*,106,40,96
NCI-H322M,79,36,36,106,82,97
SK-OV-3,91,54,55,99,111,102
NCI/ADR-RES,100,2.3*,0.0*,97,87,87
NCI-H23,91,36,48,100,82,82

[43] Cc1cc(CO)c(O)c(CO)c1
[44] COc1ccc(C(=O)c2cc(C(=O)/C=C/c3cn(C)c4ccc(OC)cc34)c3cc(C)ccn23)cc1
[45] COc1cc2oc(-c3ccc(NC(=O)c4cccc(C#N)c4)cc3)cc(=O)c2c(OC)c1OC
[46] N#Cc1ccc(O)c(C2=NCC(c3cccc(Oc4ccccc4)c3)O2)c1 (stereo unspecified)
[47] Cc1cc(C)c(CN)cc1C
[48] O=c1nc(Nc2cc([N+](=O)[O-])ccc2O)sc2ccccc12

screen / no.,43,44,45,46,47,48
IGROV1,108,98,107,19,102,92
OVCAR-4,122,112,97,18,nt,88
NCI-H522,84,88,85,-12*,92,76
NCI-H226,115,94,98,45,100,86
NCI-H460,107,101,101,4.6*,98,107
NCI-H322M,99,97,87,42,108,92
SK-OV-3,106,107,111,-1.4*,114,81
NCI/ADR-RES,96,100,109,2.4*,105,95
NCI-H23,121,93,100,41,97,94

[49] CN1C(=O)N(C)C2C1NC(=S)N2/N=C/C=C/c1ccccc1[N+](=O)[O-] (stereo unspecified)
[50] C=C(C)[C@@H]1CC[C@]2(C(N)=O)CC[C@]3(C)[C@H](CC[C@@H]4[C@@](C)(CC/C(N)=N/O)[C@H](C(=C)C)CC[C@]43C)[C@@H]12
[51] O=c1ccnc(Nc2ccc(Cl)cc2)[nH]1
[52] N[C@@H](Cc1ccccc1)[C@@H](O)C(=O)NCCN1CCOCC1
[53] Cc1n(Cc2ccc3ccccc3n2)c2ccccc2[n+]1Cc1ccc2ccccc2n1
[54] CCN(Cc1ccccc1)C(=O)C1CCN(Cc2c[nH]c3ccccc23)CC1

screen / no.,49,50,51,52,53,54
IGROV1,44,101,93,105,66,83
OVCAR-4,51,98,98,108,56,93
NCI-H522,9.8*,103,131,102,57,93
NCI-H226,28,88,102,105,90,84
NCI-H460,13,98,103,107,96,101
NCI-H322M,49,91,92,96,95,96
SK-OV-3,27,100,108,114,89,98
NCI/ADR-RES,29,100,99,108,107,91
NCI-H23,38,98,96,105,76,89

[55] O=C(c1ccccc1)C1OC1c1ccc([N+](=O)[O-])cc1 (stereo unspecified)
[56] CCC(Cc1ccccc1)=C(c1ccc(O)cc1)c1ccc(O)cc1
[57] Cc1ccccc1CNc1ncnc2[nH]ncc12
[58] Cc1ccc(NC(=O)CSc2nc3ccccc3c(=O)n2CCc2ccc(S(N)(=O)=O)cc2)cc1
[59] CN1CCN(C(=O)Nc2ccc([N+](=O)[O-])cc2)CC1
[60] O=C(NN1C(=O)/C(=C/C=C/c2ccc([N+](=O)[O-])o2)SC1=S)c1cccc(O)c1

screen / no.,55,56,57,58,59,60
IGROV1,53,92,-19*,86,nt,-98*
OVCAR-4,60,108,78,56,101,-100*
NCI-H522,31,71,48,47,89,-97*
NCI-H226,68,94,92,92,114,-92*
NCI-H460,84,100,104,85,106,-49*
NCI-H322M,106,87,114,80,112,-67*
SK-OV-3,97,111,100,72,99,-81*
NCI/ADR-RES,58,99,106,92,129,-32*
NCI-H23,48,94,109,76,120,-89*

12 entries already listed, arranged by count of non-hydrogen atoms, rising.
[47] Cc1cc(C)c(CN)cc1C
[51] O=c1ccnc(Nc2ccc(Cl)cc2)[nH]1
[57] Cc1ccccc1CNc1ncnc2[nH]ncc12
[59] CN1CCN(C(=O)Nc2ccc([N+](=O)[O-])cc2)CC1
[55] O=C(c1ccccc1)C1OC1c1ccc([N+](=O)[O-])cc1 (stereo unspecified)
[52] N[C@@H](Cc1ccccc1)[C@@H](O)C(=O)NCCN1CCOCC1
[49] CN1C(=O)N(C)C2C1NC(=S)N2/N=C/C=C/c1ccccc1[N+](=O)[O-] (stereo unspecified)
[46] N#Cc1ccc(O)c(C2=NCC(c3cccc(Oc4ccccc4)c3)O2)c1 (stereo unspecified)

screen / no.,47,51,57,59,55,52,49,46
IGROV1,102,93,-19*,nt,53,105,44,19
OVCAR-4,nt,98,78,101,60,108,51,18
NCI-H522,92,131,48,89,31,102,9.8*,-12*
NCI-H226,100,102,92,114,68,105,28,45
NCI-H460,98,103,104,106,84,107,13,4.6*
NCI-H322M,108,92,114,112,106,96,49,42
SK-OV-3,114,108,100,99,97,114,27,-1.4*
NCI/ADR-RES,105,99,106,129,58,108,29,2.4*
NCI-H23,97,96,109,120,48,105,38,41

[54] CCN(Cc1ccccc1)C(=O)C1CCN(Cc2c[nH]c3ccccc23)CC1
[53] Cc1n(Cc2ccc3ccccc3n2)c2ccccc2[n+]1Cc1ccc2ccccc2n1
[45] COc1cc2oc(-c3ccc(NC(=O)c4cccc(C#N)c4)cc3)cc(=O)c2c(OC)c1OC
[50] C=C(C)[C@@H]1CC[C@]2(C(N)=O)CC[C@]3(C)[C@H](CC[C@@H]4[C@@](C)(CC/C(N)=N/O)[C@H](C(=C)C)CC[C@]43C)[C@@H]12

screen / no.,54,53,45,50
IGROV1,83,66,107,101
OVCAR-4,93,56,97,98
NCI-H522,93,57,85,103
NCI-H226,84,90,98,88
NCI-H460,101,96,101,98
NCI-H322M,96,95,87,91
SK-OV-3,98,89,111,100
NCI/ADR-RES,91,107,109,100
NCI-H23,89,76,100,98

Results in NCI-H460 and NCI/ADR-RES, for some of the entries so far:
| nr | SMILES | NCI-H460 | NCI/ADR-RES |
| --- | --- | --- | --- |
| 30 | COc1cc(C2CC(c3ccc(Nc4ccnc5cc(Cl)ccc45)cc3)=NN2C(C)=O)cc(OC)c1OC (stereo unspecified) | 85 | 67 |
| 38 | COc1ccc2c(c1)c(/C=N/Nc1ccc3ccccc3n1)cn2C | -65* | 2.3* |

Next section.
[61] COc1ccc(C2C3=C(COC3=O)N(CCO)c3cc4c(cc32)CCC4)cc1 (stereo unspecified)
[62] COc1ccc(-c2nc(SCCC(C)C)nc(N/N=C\c3cccc([N+](=O)[O-])c3)c2C#N)cc1
[63] COc1cnc2c(c1)C(=O)c1c-2n(CCCNC(C)C)c(=O)c2cc(OC)c(OC)cc12
[64] CSc1nc2nc(Cl)c(Cl)nc2[nH]1
[65] Cc1ccc2nc(/C(C#N)=C(/CCCO)NC(Cc3ccccc3)C(=O)OCc3ccccc3)[nH]c(=O)c2c1 (stereo unspecified)
[66] O=C(/C(Cl)=N/O)c1ccccc1
[67] Cn1cc(-c2ccc(F)c(C(F)(F)F)c2)nc1C1CCN(c2ncnc3[nH]ncc23)CC1

screen / no.,61,62,63,64,65,66,67
IGROV1,52,39,32,105,127,102,55
OVCAR-4,76,-13*,28,nt,125,105,80
NCI-H522,38,30,41,86,112,109,48
NCI-H226,nt,44,41,91,103,100,55
NCI-H460,26,13,16,99,110,108,77
NCI-H322M,96,46,47,104,94,95,75
SK-OV-3,57,63,22,103,106,94,56
NCI/ADR-RES,65,56,29,107,33,102,61
NCI-H23,87,29,27,90,43,100,72

Screens (PubChem)
